# Bioassay records: PubChem, Broad Institute
# Cneo AK release: Cryptococcus neoformans lysis via adenylate kinase release. C. neoformans lysis, adenylate kinase release luminescence, 4 h; normalised: neutral wells 0, clomiphene wells 100. lysis activity, % at 15 µM. actives 0.2% (n = 360,000). AID 651654;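 active = mean lysis activity across replicates of at least 80%, whatever share of replicates individually reach that level; inactive = mean lysis activity below 80%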
#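 Assay system: C. neoformans cells. Amount: yeast cell density of 5 × 10^6 cells/mL. Technique: AK luminescence. Buffer or medium: YPD. Times: static 4 h at 37 °C with compound, 1 h detection. Dosing: single-point compound dose. Read-out: lysis from increased AK signal.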
# esBAF inh: blocks esBAF chromatin remodeling in mouse ES cells. Bmi1-luciferase knock-in reporter, 24 h; 100% = twice the neutral-well signal. reporter increase, % at 12.5 µM. actives 2% (n = 350,000); in the data active = activation above about 40%;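 note: 0% = median of the plate's neutral control wells and 100% = double that signal; a rise in the Bmi1 reporter signal indicates esBAF inhibition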
# Statin myotox sup: suppressors of simvastatin-induced myotoxicity in C2C12 myotubes; AID 602340; actives 0.78% (n = 330,000); ATP luminescence, 48 h; scaled: DMSO 0, geranylgeraniol control 100; rescue of ATP level, % at 7.49 µM;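 active = mean ATP rescue above about 67%, or every replicate alone reaching that limit, limit read from the data, passing the limit was not always enough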;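 note: myotubes were challenged with 10 µM simvastatin during compound exposure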
# ARNT TACC3 PPI: disrupts binding between human ARNT and TACC3 | Q9Y6A5 | AlphaScreen His-ARNT PAS-B/GST-TACC3 binding, luminescence; TACC3 fragment carries E629A point mutation | inhibition, % at 9.99 µM | actives 0.66% (n = 390,000) | AID 623870;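 active = mean inhibition of replicates at least 50% and at least half of replicates each reaching 50%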;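 note: 0% = complete ARNT plus TACC3 wells and 100% = ARNT alone without TACC3; many hits fall short of the cut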
# miR122 inh: miR-122 inhibition in Huh7 cells; activation (reporter increase), % at 12.5 µM; AID 602342; Huh7 miR-122 Renilla luciferase sensor, 48 h; neutral wells = 0, positive control = 100; actives 0.3% (n = 340,000);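 active = mean replicate activation score at least 90 and every replicate individually at or above 90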;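 note: higher luciferase means less miR-122 activity so hits act as miR-122 inhibitors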
# ERp5 inh: inhibitors of human ERp5 | ERp5 insulin aggregation, absorbance 650 nm, 90 min | inhibition, % at 9.99 µM | actives 0.05% (n = 350,000);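 active = mean replicate inhibition above about 25%, with every replicate also reaching it, limit read from the data, passing the limit was not always enough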
# Target sequence (Q15084 whole entry, looked up): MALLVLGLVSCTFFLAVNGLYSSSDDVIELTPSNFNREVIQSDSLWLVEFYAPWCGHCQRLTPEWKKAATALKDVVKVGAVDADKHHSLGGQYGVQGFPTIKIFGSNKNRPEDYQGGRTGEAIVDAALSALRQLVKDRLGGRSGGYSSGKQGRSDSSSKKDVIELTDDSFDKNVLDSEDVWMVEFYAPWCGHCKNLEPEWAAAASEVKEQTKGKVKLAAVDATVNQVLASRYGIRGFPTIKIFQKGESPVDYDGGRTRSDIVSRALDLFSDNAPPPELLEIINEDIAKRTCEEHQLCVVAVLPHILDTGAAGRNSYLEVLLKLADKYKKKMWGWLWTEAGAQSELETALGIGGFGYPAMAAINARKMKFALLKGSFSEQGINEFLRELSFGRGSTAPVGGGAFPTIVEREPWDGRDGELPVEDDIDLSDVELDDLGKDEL
# SIRT5 inh: sirtuin-5 (human) deacylase inhibition | Purified SirT5, succinyl-peptide AMC, trypsin-coupled fluorescence | inhibition, % at 15 µM | actives 1.1% (n = 330,000) | AID 652115; in the data active = inhibition above about 15%
# Target sequence (Q9NXA8 whole entry, looked up): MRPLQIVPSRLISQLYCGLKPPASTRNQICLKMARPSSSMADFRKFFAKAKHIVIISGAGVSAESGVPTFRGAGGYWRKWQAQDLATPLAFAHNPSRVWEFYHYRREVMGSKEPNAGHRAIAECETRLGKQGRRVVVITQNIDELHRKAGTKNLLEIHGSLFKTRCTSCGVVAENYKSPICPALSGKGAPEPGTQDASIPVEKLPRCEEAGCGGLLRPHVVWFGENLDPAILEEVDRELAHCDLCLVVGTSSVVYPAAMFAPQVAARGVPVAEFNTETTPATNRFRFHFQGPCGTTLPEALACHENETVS
# * = called active by the depositor; . = no result given; [ ] = another dose, or the depositor's remark.
canonical_smiles	Cneo AK release	esBAF inh	Statin myotox sup	ARNT TACC3 PPI	miR122 inh	ERp5 inh	SIRT5 inh
Cc1c[nH]c2cccc(OCC(O)CNC(C)(C)C)c12 (stereo unspecified)	2	20	.	17	-1	.	.
O=C(Nc1cc2c3c(c1)CC(=O)N3CCC2)c1ccc(F)cc1	-4	.	.	10	.	-1	-1
COc1ccc(CN(C(=O)/C=C/c2ccccc2Cl)C2CCS(=O)(=O)C2)cc1 (stereo unspecified)	1	8	12	-2	-2	3	2
Nc1c(-c2ccccn2)cnn1-c1nc(-c2ccc(F)cc2)cs1	.	.	.	-15	1	-6	-1
CN1CCN(C(=O)C[C@@H]2C[C@@H]3c4cc(NC(=O)Nc5ccc(F)cc5)ccc4O[C@@H]3[C@H](CO)O2)CC1	38	-2	5	-4	4[16.7 µM]	3	2
CC(C)Cc1nnc(NC(=O)c2cccc(S(=O)(=O)N3CCOCC3)c2)s1	-1	0	7	.	.	3	1
CN1C(=O)c2cc(NC(=O)NCc3ccccc3)ccc2OC[C@H]2O[C@H](CC(=O)O)CC[C@@H]21	6	5	-7	7	-8[16.7 µM]	-1	5
O=C(C1CCCC1)N1CCCCN2[C@H](CO)[C@H](c3ccc(C#CC4CC4)cc3)[C@@H]2C1	0	.	.	2	-25[16.7 µM]	0	4

# Three records drawn at random from those above, as already listed:
canonical_smiles	Cneo AK release	esBAF inh	Statin myotox sup	ARNT TACC3 PPI	miR122 inh	ERp5 inh	SIRT5 inh
CN1C(=O)c2cc(NC(=O)NCc3ccccc3)ccc2OC[C@H]2O[C@H](CC(=O)O)CC[C@@H]21	6	5	-7	7	-8[16.7 µM]	-1	5
CN1CCN(C(=O)C[C@@H]2C[C@@H]3c4cc(NC(=O)Nc5ccc(F)cc5)ccc4O[C@@H]3[C@H](CO)O2)CC1	38	-2	5	-4	4[16.7 µM]	3	2
CC(C)Cc1nnc(NC(=O)c2cccc(S(=O)(=O)N3CCOCC3)c2)s1	-1	0	7	.	.	3	1

# The results go on.
canonical_smiles	Cneo AK release	esBAF inh	Statin myotox sup	ARNT TACC3 PPI	miR122 inh	ERp5 inh	SIRT5 inh
COc1ccc(C2CC(=O)Nc3cc(OC)c(OC)cc32)cc1Br (stereo unspecified)	0	-7	11	11	.	5	-2
C[C@@H]1CN([C@@H](C)CO)C(=O)c2cc(NS(=O)(=O)c3ccc(F)cc3)ccc2O[C@@H](C)CCCCO[C@H]1CN(C)C(=O)c1ccccc1	0	0	.	10	-11[16.7 µM]	-1	10
CC(=O)N(C)C[C@H]1Oc2ncc(C#CC(C)(C)O)cc2C(=O)N([C@H](C)CO)C[C@@H]1C	-7	6	-1	13	-5[16.7 µM]	-1	-2
COc1ccccc1-c1cnc2c(c1)C(=O)N([C@H](C)CO)C[C@H](C)[C@@H](CN(C)Cc1ccc(F)cc1)O2	-2	-5	7	7	51[16.7 µM]	0	1
O=C(O)C1=C[C@@H](C2CCCC2)C[C@@H](OCCCCO)O1	7	.	.	61*	.	3	-2
COc1ccc(N2CCN(C(=O)CCN3C(=O)c4ccccc4S3(=O)=O)CC2)cc1	-2	0	.	-1	-1	.	.
CN(C)S(=O)(=O)c1ccc(Cl)c(NC(=O)CN2CCN(c3ccccn3)CC2)c1	-3	-8	9	-6	-1	8	1
O=C(Nc1ccc(Cn2cccn2)cc1)c1ccc(COc2ccc(Br)cc2)cc1	1	-1	10	1	-6	-7	1
O=C(NC1CCCCC1)C(c1ccccc1F)N(C(=O)c1csnn1)C1CCCC1 (stereo unspecified)	0	-6	-12	-1	-2	1	.
CSc1nc(N)nc(N(C)C)n1	3	.	.	-2	5	.	-5
C[C@H]1CN([C@@H](C)CO)C(=O)c2cc(NC(=O)CCCN(C)C)ccc2O[C@H]1CN(C)Cc1ccc(-c2ccccc2)cc1	2	5	1	9	-4[16.7 µM]	2	-1
CCN(CC)CCN(C(=O)c1ccc(Br)s1)c1nc2cc3c(cc2s1)OCO3	.	.	.	-3	.	-7	1
COc1ccccc1CNCc1cc(OC)c(OC)c(OC)c1	10	3	-1	-6	-3	-2	-4
COc1ccc(S(=O)(=O)Nc2ccc3c(c2)[C@@H]2C[C@H](CC(=O)O)O[C@@H](CO)[C@@H]2O3)cc1	-4	1	0	-4	6[16.7 µM]	-2	-1
COCC(=O)Nc1ccc2c(c1)C(=O)N(C)C[C@H](OC)[C@@H](C)CN(CC1CC1)[C@H](C)CO2	2	1	-2	-6	.	-7	-2
N/C(=N\OC(=O)CCCc1ccccc1)c1ccccc1	0	.	.	0	-2	2	2
CN(CC(=O)Nc1ccccc1C(F)(F)F)C(=O)C1CC1	0	-2	1	-4	-7	-6	0
C[C@@H]1CN([C@H](C)CO)C(=O)c2cc(C3=CCCCC3)cnc2O[C@@H]1CN(C)C(=O)Cc1ccncc1	49	5	-5	-7	0[16.7 µM]	-2	5
CCNC(=O)C[C@@H]1CC[C@H]2[C@@H](COc3ccc(NC(=O)Nc4ccc(Cl)cc4)cc3C(=O)N2C)O1	2	-3	-7	-6	-4[16.7 µM]	4	0
O=C(NCCCN1CCCCC1)c1ccc(CS(=O)c2ccc(Cl)cc2)o1 (stereo unspecified)	0	4	-15	-7	1	-1	8
COc1ccc(NC(=O)COC(=O)C2CC2)c(OC)c1	-1	-5	3	3	.	2	-1
CN(CC(=O)Nc1ccc(F)cc1)C(=O)CN1C(=O)NC(CCc2ccccc2)C1=O (stereo unspecified)	7	2	5	.	4	1	.
C[C@@H]1CN([C@H](C)CO)C(=O)Cc2cc(NC(=O)CCN3CCOCC3)ccc2O[C@H]1CN(C)C(=O)NC1CCCCC1	0	2	-14	-8	-1[16.7 µM]	0	1
COCCCn1cnc2c(c1=O)c1nc3ccccc3nc1n2-c1ccc(C)cc1	1	2	0	8	-3	.	.
O=C(/C=C/Nc1ccccc1C(F)(F)F)c1ccco1	5	93*	6	11	18	-1	3
C/C=C/c1ccc([C@@H]2[C@@H](CNC(C)=O)N(C(=O)Cc3cccnc3)[C@H]2CO)cc1	2	-5	-25	2	-14[16.7 µM]	.	.
COc1ccccc1CNC(=O)[C@@H](NC(=O)C1CCN(C(=O)[C@@H]2CCCN2)CC1)C(C)C	0	14	1	-8	7	1	.
CN1CCN(C(=O)c2ccccc2-c2ccccc2C(=O)O)CC1	-1	-2	0	-3	.	.	.
N#CC1=C(N)OC2=C(C(=O)CCC2)C1c1ccoc1 (stereo unspecified)	.	.	.	.	-7	-8	0
C[C@H]1CN([C@@H](C)CO)C(=O)c2cc(NS(C)(=O)=O)ccc2O[C@@H]1CN(C)Cc1ccc(Cl)c(Cl)c1	-4	3	-9	-1	-8[16.7 µM]	1	-11
Cc1c(C(=O)NC(=S)Nc2ccc3c4c(cccc24)CC3)cccc1[N+](=O)[O-]	2	4	-25	2	35	.	.
Cc1ccnn1CC(=O)N/N=C/c1ccco1	1	-5	-1	7	-12	.	.
CC(C)n1c(SCc2ccccc2F)nc2c1c(=O)n(C)c(=O)n2C	-2	-1	3	-2	.	-2	.
C[C@@H]1CN([C@H](C)CO)C(=O)Cc2cc(NC(=O)c3ccncc3)ccc2O[C@H]1CN(C)Cc1ccc(-c2ccccc2)cc1	47	7	58	-9	-6[16.7 µM]	-14	6
O=c1c2cc(NC(=S)NCc3cccnc3)ccc2nc2n1CCCCC2	.	.	.	7	.	-6	-4
Clc1ccc(CSc2cc3c(nn2)-c2ccccc2CC3)cc1Cl	4	5	-8	-23	2	.	.
Cc1cc(OCc2nc3ccccc3s2)ccc1N	.	4	31	-9	.	.	-1
CCCn1nnnc1NCc1ccc(N(C)C)cc1	-2	-6	-5	-6	-2	3	-1
CCOC(=O)c1cc2occc2n1CC(=O)N1CCOCC1	0	-7	2	2	1	.	.
Cc1ccc(CC2SC(N)=NC2=O)cc1 (stereo unspecified)	.	.	.	-22	.	5	-1
CCCCOC(=O)c1ccc(NC(=O)CSC2=Nc3ccccc3C3CC=NN23)cc1 (stereo unspecified)	9	-3	-7	-6	-20	.	.
CCC(c1nnnn1C1CCCC1)N(Cc1cccs1)Cc1cc2cccc(C)c2[nH]c1=O (stereo unspecified)	1	-1	7	-6	-7	.	.
CCOc1ccc(CCNC(=O)COC(=O)COc2ccccc2C)cc1OCC	.	.	.	-23	8	9	-1
COc1ccc(CC(=O)O/N=C(\N)c2ccc(OC)cc2)cc1	-1	.	.	-14	.	4	1
COc1ccc(-c2ccc(C(=O)N3CCOCC3)c3occc23)c(C)c1	-2	-1	6	.	2	6	-7
O=C(Nc1ccc2c(c1)OCO2)c1cnc(Cl)c(Cl)c1	-10	54*	12	-5	7	1	-2
C[C@@H]1CCCCO[C@@H](CN(C)C(=O)NC2CCCCC2)[C@H](C)CN([C@@H](C)CO)C(=O)c2cc(NS(=O)(=O)c3cccs3)ccc2O1	2	8	-41	-4	-5[16.7 µM]	-5	0
O=C(Nc1ccccc1Cl)c1cc(C2CCCCN2C(=O)CCc2ccccc2)on1 (stereo unspecified)	1	3	2	.	-5	-3	.
CCOC(=O)c1c(-c2ccc(C)cc2)csc1NC(=O)/C(C#N)=C/c1ccc(O)c(OC)c1	.	.	.	21	.	-1	-2
COc1ccc(CCNC(=O)C2CCN(C(=O)c3ccc(Br)cc3)CC2)cc1OC	2	1	8	-8	-1	4	1
Cc1c(C(=O)N(Cc2ccccc2Cl)C2CCS(=O)(=O)C2)oc2ccccc12 (stereo unspecified)	-1	-20	16	-1	2	2	-8
O=C(NCc1ccco1)NC12CC3CC(CC(C3)C1)C2	0	-9	-5	-5	3	.	.
CCN(CC)C(=O)CSc1nc2ccccc2c(=O)n1CCC(=O)NCCc1ccc(OC)c(OC)c1	-1	-3	-2	-5	0	-1	-5
CCSc1nnc(NC(=O)Cc2ccc(OC)cc2)s1	-1	7	.	.	-2	-12	20*
CCn1nccc1C(=O)Nc1ccc(C)c(C)c1	-4	28	-1	-5	-1	.	.
O=C(C[C@H]1CC[C@H]2[C@@H](COC[C@H](O)CN2Cc2ccccc2F)O1)NC1CCC1	54	-2	5	-6	1[16.7 µM]	5	-3

# Continued:
canonical_smiles	Cneo AK release	esBAF inh	Statin myotox sup	ARNT TACC3 PPI	miR122 inh	ERp5 inh	SIRT5 inh
Cc1cccc(N2CCN(Cc3nc(-c4cccc(Cl)c4)oc3C)CC2)n1	.	.	.	5	.	-1	-1
O=c1[nH]c2cccnc2n(CCNc2ncc(C(F)(F)F)cc2Cl)c1=O	.	.	.	-6	.	4	2
Cc1nnc(NC(=O)C2CCCN2S(=O)(=O)c2ccc(Cl)cc2)s1 (stereo unspecified)	.	.	.	-1	.	0	-1
CC(C)[C@@H](N)C(=O)NCC1CCC(C(=O)N[C@@H](Cc2ccccc2)C(=O)O)CC1 (stereo partly specified)	-17	1	-10	14	-5	-4	-6
CC(C)(/C=N/O)/[N+]([O-])=C/C=[N+](\[O-])C(C)(C)/C=N/O	4	2	-9	2	0	.	.
COc1ccc(S(=O)(=O)Nc2ccc3c(c2)C(=O)N([C@@H](C)CO)C[C@H](C)[C@@H](CN(C)C(=O)Nc2ccc4c(c2)OCO4)OCCCC[C@@H](C)O3)cc1	49	-1	.	0	9[16.7 µM]	4	3
COc1ccc(-n2nnnc2SCC(=O)c2ccc(O)c(O)c2)cc1	-2	-3	2	-2	3	.	.
CC(C)C(C)NC(=O)Cn1cnc2c(oc3ccccc32)c1=O (stereo unspecified)	-2	34	3	0	-2	-3	-2
CCCc1c(C(=O)N/N=C/c2cccc3ccccc23)nnn1-c1nonc1N	-3	-10	-16	.	-4	-1	-10
CC(Oc1cccc(Cl)c1)C(=O)Nc1ccccc1N1CCCCC1 (stereo unspecified)	-1	-5	0	.	4	0	2
CCOC(=O)C(CC)n1cnc2c(nnn2-c2ccc(OC)cc2)c1=O (stereo unspecified)	0	-4	98*	-4	-5	.	.
CCNC(=O)C[C@H]1CC[C@@H]2[C@@H](COc3ccc(NC(=O)C4CCCCC4)cc3C(=O)N2C)O1	3	-2	3	-1	8[16.7 µM]	-4	6
c1cncc(-c2nnc(-c3ccco3)o2)c1	1	18	4	-9	3	7	-21

# Compounds were not picked by outcome (roughly 4% active in at least one column).
